Keap1 Nrf2 FP – Keap1-Nrf2 (human) interaction inhibition; Keap1 Kelch-Nrf2 peptide fluorescence polarization, 1536-well; inhibition, % at 9.4 µM; 340,000 tested, 0.15% active; Q14145; AID 504523; in the data active means inhibition above about 12%;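 further: human Keap1 Kelch domain with fluorescein labeled Nrf2 9mer peptide probe; 0% = neutral control wells and 100% = peptide positive control; higher means more block of Keap1 binding to Nrf2 peptide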
SUMO Mot1 rescue – inhibitors of SUMOylation pathway: yeast Mot1-301 growth rescue; AID 2716; S. cerevisiae Mot1-301 growth rescue, ATP luminescence, 38.5C; percent above DMSO median, 100 means doubled; growth rescue, % at 18.8 µM; 320,000 tested, 1% active;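 active means every valid replicate shows activation above 250% relative to neutral control wells; inactive means the rest, any valid replicate at or below 250%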;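 further: OY570 slx delta 5 strain wells were the positive control but not used for scaling; some compounds called inactive have numbers as strong as hits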
PvdQ inh – blocks Pseudomonas aeruginosa PvdQ acylase activity | purified PvdQ acylase, fluorescence plate reader | inhibition, % at 10 µM | 340,000 tested, 0.063% active | AID 488965; in the data active means inhibition above about 30%, passing the limit was not always enough;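 further: 0% = vehicle neutral wells and 100% = reference inhibitor wells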
Rtt109 Vps75 – C. albicans Rtt109 histone acetyltransferase inhibition. purified Rtt109/Vps75, ThioGlo CoA-SH fluorescence, 4 h. AID 540336. inhibition, % at 34.9 µM. 330,000 tested, 0.16% active;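 active means inhibition of at least 50% in every replicate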
RTF Ca sens act – cardiac RTF calcium sensitization; IANBD-labeled TnC RTF fluorescence at EC20 calcium; 0% EC20 calcium, 100% full calcium; activation, % at 7.2 µM; P19429+P45379; AID 493008; 340,000 tested, 0.24% active;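 active means activation above the mean over all tested compounds plus 3 SD, cut at about 30% in these data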;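 further: rise in fluorescence read as greater calcium sensitivity of cardiac thin filaments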
LANA DNA inh – KSHV C-LANA DNA binding inhibition; MBP-C-LANA/FAM-LBS DNA binding, fluorescence polarization; inhibition, % at 9 µM; 340,000 tested, 0.078% active; AID 504423;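 active means highest replicate inhibition at or above 60% at 9 µM, even if other replicates fall short; inactive means all replicates below 60% inhibition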;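 further: 0% = neutral control wells and 100% = 4 µM acridine orange control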
CDK5 p35 inh – blocks human CDK5/p35 kinase activity; Recombinant CDK5/p35, ADP-Glo luminescence, 60 min; inhibition, % at 10 µM; 330,000 tested, 0.01% active; AID 488839;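 active means highest replicate inhibition of at least 50% and at least 75% of replicates reaching 50%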;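 further: plate controls were DMSO neutral control for no effect and GW8510 at 10 µM for full effect; many of its hits are not listed in these tables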
dFosB activator – activators of mouse delta FosB homodimer; purified delta FosB, TAMRA-CDK5 oligo fluorescence polarization; percent of positive-control signal above neutral wells; activation, % at 25 µM; 340,000 tested, 0.99% active; AID 493131;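 active means mean activation above about 17%, with every replicate also reaching it, limit read from the data, passing the limit was not always enough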;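 further: fluorescence polarization rise as delta FosB binds a TAMRA Cdk5 AP-1 oligo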
NSD2 inh – NSD2 (human) methyltransferase inhibition; O96028; 310,000 tested, 0.54% active; NSD2 peptide methylation, AlphaScreen, 120 min; inhibition, % at 12.5 µM; AID 743445; in the data active means inhibition above about 50%
PfHsp90 set2 – inhibits growth of yeast expressing Plasmodium falciparum Hsp90. inhibition, % at 9.4 µM. AID 504621. S. cerevisiae expressing PfHsp90, BacTiter-Glo ATP, 48 h; yeast lacking PDR1 and PDR3 efflux regulators. 310,000 tested, 0.32% active;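 active means every replicate shows inhibition above about 80%, whatever the replicate mean, limit read from the data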;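 further: 0% = DMSO neutral controls and 100% = 20 µM radicicol positive controls; yeast relying on Plasmodium falciparum Hsp90 in place of its own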
Cardiac RTF inh – cardiac RTF calcium desensitization; 340,000 tested, 0.12% active; inhibition, % at 7.15 µM; P19429+P45379; AID 493244; IANBD-labeled cardiac RTF, Ca2+ fluorescence;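 active means inhibition above the mean inhibition of all tested compounds plus 3 SD, cut at about 17% in these data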;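 further: assay run at fixed EC70 calcium of 1.6 mM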
* = called active by the depositor; . = not tested or not shown.

Each structure is followed by: Keap1 Nrf2 FP | SUMO Mot1 rescue | PvdQ inh | Rtt109 Vps75 | RTF Ca sens act | LANA DNA inh | CDK5 p35 inh | dFosB activator | NSD2 inh | PfHsp90 set2 | Cardiac RTF inh
> COc1ccc(S(=O)(=O)NCCSCc2ccco2)cc1
    -13 | 2 | 11 | -19 | -3 | 0.1 | 2.3 | 3 | 4 | -5 | 5
> COC(=O)c1cc(OC)c(OC)cc1NC(=O)c1ccc(C)o1
    2 | -5 | -17 | -5 | 4 | -2.5 | 0.6 | 8 | 13 | 8 | 2
> COc1ccc(NC(=O)Cn2ncc(Cl)c(Cl)c2=O)cc1S(=O)(=O)N1CCOCC1
    1 | -6 | 11 | -4 | 8 | 1.3 | 1.0 | -7 | 4 | 0 | 0
> COc1cccc(CN(CC(=O)NC2CCCC2)C(=O)Cn2nnc(-c3cccs3)n2)c1
    1 | -25 | -15 | 8 | 0 | -0.5 | . | -10 | -2 | 11 | -4
> COc1cccc(C(C(=O)NC2CCCC2)N(C(=O)c2ccco2)c2ccc(-n3cnnn3)c(C)c2)c1OC (centres undefined)
    -3 | 15 | -19 | 8 | 7 | -0.8 | -7.5 | -15 | 4 | -8 | 4
> Fc1cccc(Cn2cc(C(=S)N3CCOCC3)c3ccccc32)c1
    -2 | 37 | -1 | 13 | -2 | -0.3 | 0.6 | -1 | 16 | . | -3
> Cc1ccccc1NS(=O)(=O)c1ccc(C(=O)OCC(=O)NCC(C)C)cc1
    -1 | 255 | -10 | -2 | -5 | -0.7 | -3.1 | -13 | 3 | -6 | -1
> CCc1nn(CC(=O)NCCCN(CC)CC)c(=O)c2cc3sc(C)cc3n12
    1 | 1 | -2 | 3 | -6 | -15 | -0.5 | 7 | 8 | -30 | -8
> CCN(C(=O)CN1CCN(c2cccc(C(F)(F)F)c2)CC1)c1c(N)n(Cc2ccccc2)c(=O)[nH]c1=O
    -1 | 7 | -8 | 3 | 1 | -0.3 | 0.8 | -13 | -1 | . | -3
> COC(=O)CCCNc1ncccc1[N+](=O)[O-]
    4 | -19 | -13 | 2 | 3 | 1.4 | 0.6 | 3 | 1 | 13 | -13
> COc1ccccc1Nc1ncnc2ccccc12
    -2 | -23 | -8 | 6 | 9 | -0.4 | -0.6 | -9 | -12 | 8 | -15
> CCn1c(SCC(=O)Nc2ncc(C(F)(F)F)cc2Cl)nnc1-c1ccccc1
    5 | -8 | -6 | 0 | 0 | 0.1 | 0.1 | -8 | 0 | 24 | -5
> O=C(N/N=C/c1cccc(OCC(=O)N2CCCC2)c1)C(=O)Nc1ccccc1F
    -3 | 22 | 5 | -10 | 6 | 0.2 | -2.3 | -13 | 5 | -6 | -9
> Cc1ccc2c(c1)c(C)c(C)n2CC(O)CN1CCCCC1C (centres undefined)
    -1 | -5 | -19 | 11 | 3 | -1.4 | 1.5 | -6 | . | 25 | -3
> Cc1ccc(C(NC(=O)/C=C\c2ccc3c(c2)OCO3)C(=O)Nc2ccc3c(c2)OCO3)cc1 (centres undefined)
    -1 | -11 | -7 | 9 | -6 | 0.2 | 0.0 | 5 | -1 | -16 | 1
> CC1=C(C(=O)NCc2ccccc2)C(c2ccccc2OCC(N)=O)NC(=O)N1 (centres undefined)
    -2 | 177 | -16 | 1 | -5 | 1.9 | 1.3 | 3 | -1 | 2 | -6
> Cc1cc(OCC(=O)NCCCn2ccnc2)c2c(C)cc(=O)oc2c1
    2 | 12 | -12 | -6 | 6 | -0.5 | 0.2 | 1 | 0 | -18 | 0
> COc1c(O)cc(O)c2c(=O)cc(-c3ccccc3)oc12
    3 | . | -13 | 2 | 0 | -0.5 | 3.9 | 0 | . | 1 | 2
> Cc1oc2cc(O)ccc2c(=O)c1Oc1ccc2ccccc2c1
    -5 | -18 | -8 | -39 | 5 | 0.5 | -0.5 | -2 | 2 | -26 | -2
> CC(=NCc1ccco1)c1c(C(F)(F)F)[nH]n(-c2nc3ccccc3s2)c1=O
    -4 | -17 | -1 | 5 | 3 | -3.2 | -0.9 | -19 | 2 | 52 | 1
> O=C(c1cccc(S(=O)(=O)N2CCOCC2)c1)N(CCO)Cc1ccccc1
    -1 | 9 | 0 | 4 | -6 | -1.0 | -0.8 | -4 | 11 | 27 | 9
> Cn1c(SC2C(=O)CC(C)(C)CC2=O)nnc1-c1ccco1
    0 | 18 | -1 | 7 | -4 | -2.2 | 0.2 | 0 | 0 | -2 | 2
> CC1(C)C2CCC1(CS(=O)(=O)NCCc1c[nH]c3ccccc13)C(=O)C2 (centres undefined)
    -3 | -11 | 0 | -7 | -3 | 0.1 | 0.7 | 3 | -2 | 1 | 8
> NC(=O)CC(NC(=O)Cc1cccc2ccccc12)c1ccc(N2CCCCCCC2)c([N+](=O)[O-])c1 (centres undefined)
    -3 | 118 | -14 | -1 | -2 | 0.4 | -1.7 | -20 | . | -6 | -12
> O=C(NNC(=O)c1ccc2ccccc2c1)c1cccc(F)c1
    -2 | . | -8 | -2 | 1 | 0.9 | 0.3 | 2 | -2 | -8 | 2
> Cc1cccc(Oc2nc(-c3cccc([N+](=O)[O-])c3)nc3ccccc23)c1C
    3 | -6 | -1 | -1 | -2 | -0.4 | 0.2 | -3 | -1 | 11 | -8
> COc1cc(C(c2sc3nc(C)nn3c2O)N2CC(C)CC(C)C2)cc(OC)c1OC (centres undefined)
    -2 | -6 | -8 | 6 | 6 | -1.0 | -0.8 | 1 | . | 32 | -8
> COc1cc2nc(CN3CCOCC3)n(CC(=O)N3CCCCCC3)c(=O)c2cc1OC
    -3 | -2 | 1 | 16 | 4 | -0.5 | 2.1 | 4 | -1 | 10 | -6
> Cc1ccnc(NS(=O)(=O)c2cc(-c3cc(C)no3)ccc2C(C)C)c1
    -5 | 3 | 1 | 18 | -4 | 0.7 | . | -4 | 0 | 0 | 6
> CC1CCC(C(C)C)C(OC(=O)CSc2n[nH]c(=O)[nH]c2=O)C1 (centres undefined)
    1 | -16 | 6 | -2 | -4 | 1.5 | 0.2 | -1 | 1 | . | 0

Each structure is followed by: Keap1 Nrf2 FP | SUMO Mot1 rescue | PvdQ inh | Rtt109 Vps75 | RTF Ca sens act | LANA DNA inh | CDK5 p35 inh | dFosB activator | NSD2 inh | PfHsp90 set2 | Cardiac RTF inh
> Fc1ccccc1CNCc1ccc2c(c1)OCO2
    -8 | -5 | -9 | -4 | 2 | -0.7 | -0.6 | 2 | 1 | 4 | -16
> Cc1ccc(O)c(NC(=O)C2CCCN2C(=O)OCc2ccccc2)c1 (centres undefined)
    2 | -5 | -15 | -6 | 2 | -2.2 | 0.2 | -7 | 0 | -5 | 0
> O=C(CSc1nc2ccccc2n1S(=O)(=O)c1ccccc1)N1CCCC1
    -4 | 6 | -15 | -3 | 2 | -0.6 | -1.2 | 0 | -3 | -20 | -14
> CC(=O)Nc1ccc(NC(=O)Nc2cccc(C)c2C)cc1
    -1 | 15 | -13 | 5 | 1 | 0.0 | 0.6 | 1 | -6 | 5 | -3
> Cc1ccc(C(=O)c2oc3ccc(Cl)cc3c2NC(=O)CN2CCN(C)CC2)cc1
    0 | -11 | -6 | -1 | 0 | 0.0 | 0.3 | -4 | 28 | 15 | -1
> Cc1cc(C)cc(NS(=O)(=O)c2cc3[nH]c(=O)c(=O)[nH]c3cc2C)c1
    -3 | 15 | -9 | 1 | -8 | -0.7 | 2.0 | -2 | . | -27 | -4
> CCCN1C/C(=C/c2ccc3c(c2)OCO3)C(=O)/C(=C/c2ccc3c(c2)OCO3)C1
    2 | 24 | 1 | 1 | 3 | 1.7 | 1.4 | 3 | . | 14 | -2
> CCOC(=O)c1cc(-c2ccccc2)sc1N
    5 | 219 | -1 | 3 | -9 | -1.0 | 0.9 | -10 | 3 | -10 | -4
> Cc1ccc(-n2nnnc2SCc2nnc(-c3ccccc3Br)o2)cc1
    -10 | -7 | 9 | 4 | -3 | -2.4 | 6.4 | -8 | 2 | -6 | 8
> O=C(Cc1csc(-c2ccccc2)n1)NCc1ccc(F)cc1
    -8 | -17 | -12 | -6 | 2 | 1.1 | 0.4 | -1 | 0 | 3 | -6
> Cc1nnc(SCc2ccc(C(=O)O)cc2)s1
    4 | -10 | 10 | 3 | -4 | -2.6 | -0.4 | -2 | 4 | -6 | -7
> O=C(CCN1C(=O)c2ccccc2C1=O)Nc1nc2ccccc2s1
    -6 | -13 | -10 | -3 | 6 | -0.8 | 1.4 | -3 | 1 | 19 | -4
> Cc1c(Cl)c([N+](=O)[O-])nn1CC(=O)NC1CCCCC1
    -2 | 5 | 5 | 2 | 3 | 0.2 | -0.9 | -5 | 0 | 2 | 3
> COc1cc(/C=N/c2oc(C)c(C)c2C#N)cc(Br)c1O
    -2 | 6 | -4 | -2 | 0 | 0.6 | 1.0 | -3 | 6 | -4 | -7
> Cc1ccc(/C=N/NC(=O)CNC(=O)COc2ccc(Cl)cc2)o1
    -2 | 0 | -14 | -11 | -2 | -0.1 | -0.7 | 0 | -1 | -25 | 18*
> O=C(NC1CCCCC1)C(c1ccc(F)cc1)N(C(=O)c1csnn1)C1CC1 (centres undefined)
    8 | -10 | 8 | 17 | 0 | 0.7 | 0.0 | -3 | 6 | 8 | -8
> CCCSc1ccc([C@H]2N[C@@](Cc3ccccc3)(C(=O)OC)[C@H]3C(=O)N(C)C(=O)[C@@H]23)cc1
    3 | -13 | -16 | 8 | -3 | -0.9 | 1.8 | -15 | . | 19 | -11
> CCC(=O)N1CCc2cc(S(=O)(=O)NC(C(=O)NC(C)c3ccccc3)C(C)C)ccc21 (centres undefined)
    4 | 22 | -7 | -14 | 6 | -0.3 | 1.1 | 14 | -4 | -67 | 0
> Cn1ccnc1Sc1nc2c(c(=O)n(C)c(=O)n2C)n1C
    2 | 12 | -6 | 5 | 0 | 0.9 | 0.9 | 7 | -1 | 2 | 11
> CCCC(C(=O)NCc1ccco1)N(C(=O)CNS(=O)(=O)c1ccccc1)c1ccc(OC)cc1 (centres undefined)
    1 | -8 | 0 | -2 | 4 | -0.5 | 0.7 | -3 | 4 | . | -3
> CCOc1ccc(-c2nnn(CC(=O)Nc3cc(OC)cc(OC)c3)n2)cc1OCC
    -1 | 59 | 26 | -1 | 1 | 2.0 | -2.8 | 9 | 20 | -28 | -1
> CN(Cc1ccco1)C(=O)C1CCCN(c2ncnc3c2nc2n3CCCCC2)C1 (centres undefined)
    3 | 20 | -9 | -4 | 2 | 1.6 | -0.2 | -2 | 2 | 10 | 2
> CCn1c(SCC(=O)Nc2ccc(C(=O)OC)cc2)nc2cccnc21
    -4 | 442 | -6 | 2 | 3 | 2.1 | -0.7 | -12 | . | -4 | 0
> CCOC(=O)N1CCN(C(=O)c2ccc(Cl)c(NC(=O)c3cccs3)c2)CC1
    -1 | -14 | -3 | 0 | -3 | -0.5 | 1.3 | -10 | -2 | -1 | -1

Screens from PubChem BioAssay.
